Assay outcomes: PubChem BioAssay, National Center for Advancing Translational Sciences (NCATS)
Pol beta inh = qHTS Assay for Inhibitors of DNA Polymerase Beta; P06746; Pol beta primer extension/strand displacement, fluorescence kinetic; Potency, µM (doses to about 114 µM), without a hit: at the highest dose activity change, negative = inhibition, usual class: inhibitors; 1.3% of 340,000 active; AID 485314, 2010; note: potency is the fitted concentration of half-maximal effect; % is set by controls: 0 for no effect and ±100 for the full control effect
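Kinetic readout of DNA synthesis with strand displacement by Pol beta. Compound and 10 nM enzyme sit 15 min at room temperature; 50 nM substrate starts the reaction, read immediately and at 10 min.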
RXFP1 antagonist = qHTS Assay for Antagonists of the Relaxin Receptor RXFP1 | HEK293-RXFP1, relaxin-stimulated cAMP HTRF, 30 min; active compounds read low | activity change, negative = inhibition, % at 57.5 µM | 0.59% of 350,000 active;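 active = activity change of -60% or lower, but not beyond a set lower limit; inconclusive = change between -60% and -40%, or beyond the set limit; inactive = change above -40%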; note: % is set by controls: 0 for no effect and ±100 for the full control effect
BLM inh = qHTS Assay for Inhibitors of Bloom's syndrome helicase (BLM); RecQ-like DNA helicase BLM (Homo sapiens), P54132; recombinant BLM DNA unwinding, fluorescence dequenching; 0.2% of 350,000 active; AID 2528, 2010; Potency, µM (highest dose often 56.1 µM), for inactives: at the highest dose activity change, negative = inhibition, hits mostly inhibitors;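 note: potency is the fitted concentration of half-maximal effect; plate controls were vehicle for no effect and no enzyme for full effect; nearly all actives have a fitted effect of over 35% in size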
Target sequence (P54132 whole entry, looked up): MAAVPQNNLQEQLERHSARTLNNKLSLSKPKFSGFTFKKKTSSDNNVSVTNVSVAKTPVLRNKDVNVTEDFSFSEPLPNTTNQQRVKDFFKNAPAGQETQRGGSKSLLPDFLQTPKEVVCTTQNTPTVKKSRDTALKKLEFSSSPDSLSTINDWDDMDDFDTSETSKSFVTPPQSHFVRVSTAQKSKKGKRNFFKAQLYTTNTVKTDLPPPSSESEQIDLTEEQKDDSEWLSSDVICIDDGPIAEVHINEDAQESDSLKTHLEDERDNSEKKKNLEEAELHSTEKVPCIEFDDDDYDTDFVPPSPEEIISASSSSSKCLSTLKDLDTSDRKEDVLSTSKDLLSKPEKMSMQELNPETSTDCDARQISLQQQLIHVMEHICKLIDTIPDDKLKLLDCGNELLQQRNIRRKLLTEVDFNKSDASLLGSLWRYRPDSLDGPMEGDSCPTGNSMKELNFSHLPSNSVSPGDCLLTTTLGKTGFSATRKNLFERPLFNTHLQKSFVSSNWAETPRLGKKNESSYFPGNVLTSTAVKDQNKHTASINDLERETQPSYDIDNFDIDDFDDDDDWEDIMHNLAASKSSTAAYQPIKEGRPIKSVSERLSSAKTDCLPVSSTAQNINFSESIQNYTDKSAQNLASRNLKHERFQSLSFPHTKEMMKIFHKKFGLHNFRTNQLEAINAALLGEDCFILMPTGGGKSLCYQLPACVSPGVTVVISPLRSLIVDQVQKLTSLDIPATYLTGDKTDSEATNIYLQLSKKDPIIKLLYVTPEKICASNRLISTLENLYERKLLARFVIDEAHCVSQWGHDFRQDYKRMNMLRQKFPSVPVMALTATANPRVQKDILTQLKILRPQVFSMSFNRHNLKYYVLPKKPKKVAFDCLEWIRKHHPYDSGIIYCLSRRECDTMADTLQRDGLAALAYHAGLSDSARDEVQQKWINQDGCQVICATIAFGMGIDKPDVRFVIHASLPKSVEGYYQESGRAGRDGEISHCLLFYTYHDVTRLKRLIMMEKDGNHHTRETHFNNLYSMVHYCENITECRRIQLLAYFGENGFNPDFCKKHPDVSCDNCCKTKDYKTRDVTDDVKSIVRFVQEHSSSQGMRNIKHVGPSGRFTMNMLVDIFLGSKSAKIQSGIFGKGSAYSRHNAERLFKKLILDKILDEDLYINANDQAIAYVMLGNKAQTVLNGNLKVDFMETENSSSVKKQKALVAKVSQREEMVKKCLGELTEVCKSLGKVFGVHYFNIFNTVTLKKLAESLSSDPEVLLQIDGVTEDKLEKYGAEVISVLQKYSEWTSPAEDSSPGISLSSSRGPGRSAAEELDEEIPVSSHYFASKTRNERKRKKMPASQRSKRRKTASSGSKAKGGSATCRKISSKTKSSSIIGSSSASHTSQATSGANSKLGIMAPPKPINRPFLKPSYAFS
PGK inhibitor = qHTS Assay to Find Inhibitors of Phosphoglycerate Kinase; PGK/GAPDH coupled, Kinase-Glo luminescence, 60 min; Potency, µM (series often up to 57.5 µM), without a hit: top-dose activity change, negative = inhibition, hits mostly inhibitors; AID 602233, 2012; 0.043% of 380,000 active; Phosphoglycerate kinase, glycosomal (Trypanosoma brucei brucei), P07378; note: potency is the fitted concentration of half-maximal effect; % is set by controls: 0 for no effect and ±100 for the full control effect; nearly all actives have a fitted effect of over 60% in size
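Luminescent ATP detection (Kinase-Glo Plus) follows a 60-minute room-temperature incubation, with wells lacking PGK as controls. Buffer: 100 mM TEA (pH 7.6), 5 mM MgCl2, 0.01% Tween-20. Coupling enzyme GAPDH (100 nM final) supplies unstable 1,3-BPG in-well.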
POLH inh = qHTS for Inhibitors of Polymerase Eta; DNA polymerase eta (Homo sapiens), Q9Y253; recombinant Pol eta, fluorescent DNA replication assay; Potency, µM (doses to about 114 µM), inactives show at the highest dose activity change, negative = inhibition, actives largely listed as inhibitors; 1.2% of 390,000 active; note: potency is the fitted concentration of half-maximal effect; % is set by controls: 0 for no effect and ±100 for the full control effect
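Fluorescent replication assay: 50 nM final substrate added after a 15 min room-temperature compound preincubation with 10 nM enzyme. Signal taken at 0 min and again at 10 min.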
APEX1 inh = qHTS Assay for Inhibitors of the Human Apurinic/apyrimidinic Endonuclease 1 (APE1) | DNA repair nuclease/redox regulator APEX1 (Homo sapiens), P27695 | recombinant APE1, TAMRA/BHQ-2 abasic DNA cleavage fluorescence | Potency, µM (doses to about 65.8 µM), for inactives: at the highest dose activity change, negative = inhibition, most hits filed as inhibitors | 0.35% of 350,000 active;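 note: potency is the fitted concentration of half-maximal effect; plate controls were vehicle for no effect and reference inhibitor for full effect; nearly all actives have a fitted effect of over 55% in size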
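Quantitative HTS: incision of a TAMRA/BHQ-2 double-stranded substrate bearing a tetrahydrofuran abasic site by 0.75 nM APE1 raises fluorescence. Substrate 50 nM final, added after 15 min compound preincubation at room temperature; progress as third-minus-first kinetic read difference.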
Anesthetic bind = qHTS Assay for Identification of Novel General Anesthetics; Potency, µM (highest dose often 77.5 µM), inactives show at the top dose activity change, negative = displacement, most hits filed as inhibitors; AID 485281, 2010; 0.074% of 350,000 active; apoferritin/1-aminoanthracene competitive binding, fluorescence; note: potency is the fitted concentration of half-maximal effect; % is set by controls: 0 for no effect and ±100 for the full control effect; nearly all actives have a fitted effect of over 20% in size
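Concentration-response curves derived by four-parameter Hill fitting of normalized fluorescence, where compounds displaced 1-AMA from 10 uM horse apoferritin following a brief 10 min room-temperature incubation; propofol titration acted as positive control.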
Pol iota inh = qHTS for Inhibitors of Polymerase Iota | 1% of 390,000 active | Potency, µM (highest dose often 115 µM), for inactives: at the highest dose activity, negative = inhibition, hits mostly inhibitors | AID 588590, 2011 | Pol iota fluorescent replication assay, 10 min | DNA polymerase iota (Homo sapiens), Q9UNA4; note: potency is the fitted concentration of half-maximal effect
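Fluorescent replication assay read twice, at 0 min and 10 min after adding 50 nM (final) substrate. Enzyme (10 nM) and compounds were first incubated 15 min at room temperature; enzyme-free buffer wells were negative controls.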
POLK inh = qHTS for Inhibitors of Polymerase Kappa | purified Pol kappa, fluorescent DNA synthesis assay, 10 min | Potency, µM (top dose mostly 107 µM), for the others: at the highest dose activity, negative = inhibition, hits mostly inhibitors | 0.53% of 400,000 active; note: potency is the fitted concentration of half-maximal effect; % is set by controls: 0 for no effect and ±100 for the full control effect
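10 nM Pol kappa was preincubated with compounds for 15 min at room temperature. Reaction started with 50 nM (final) substrate. Fluorescence read kinetically at 0 and 10 min.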
An asterisk follows results filed as active; i = inactive; u = inconclusive; x = not tested or not shown; & = joins results of further samples; [ ] = remark or other dose. Unless noted, calls come from the whole dose curve; as a rule, active = well fitted curve in the direction sought with a large enough effect; inconclusive = small, poorly fitted or top-dose-only effect, or another doubt; inactive = no such curve, though single readings can be large; an effect the other way counts as inactive or inconclusive.

Values run as follows: Anesthetic bind	PGK inhibitor	POLK inh	BLM inh	RXFP1 antagonist	Pol iota inh	Pol beta inh	POLH inh	APEX1 inh
> O=C(NCCc1ccco1)C(=O)NCC1OCCCN1S(=O)(=O)c1ccc(F)cc1 (stereo not drawn)
 : -1%	-4%	-7%	0%	6	19%	8%	9%	14%
> Cc1nc(Cc2nnc(SCC(=O)N3CC(=O)Nc4ccccc43)o2)cs1
 : x	-6%	-32%	x	-12	-18%	x	u	-22%
> O=C(Nc1ccc(F)cc1F)C1CCN(S(=O)(=O)c2ccc3[nH]c(=O)ccc3c2)CC1
 : 1%	-5%	-4%[60.1 µM]	-2%	x	16%	-11%	-19%	x
> Cc1cc(Nc2cccc(F)c2)nc(-c2ccccc2O)n1
 : -6%	7%	-5%	-11%	-7	u	9%	-12%	u
> CCOC(=O)Nc1ccc2c(c1)Cc1cc([N+](=O)[O-])ccc1-2
 : x	7%	-5%	x	-4	70%[activator]	x	-17%	x
> O=c1c2cccnc2[nH]c(=S)n1CCCN1CCN(c2ccccc2F)CC1
 : -9%	1%	-12%	-1%	-10	38%[activator]	33%	0%	-2%
> Cc1ccc(C(=O)N2CCN(c3ccc(NC(=S)NC(=O)c4cccs4)cc3)CC2)cc1
 : u	-6%	-4%	-5%	13	-13%	-18%	-7%	-6%
> O=C1Nc2ccccc2/C1=C/c1cnc(-c2ccccc2)[nH]1
 : u	-7%	-30%	2%	-7	u	22µM*	-30%	5%
> O=C(NCc1ccco1)C(c1ccccc1)N(C(=O)Cc1cccs1)c1cccnc1 (stereo not drawn)
 : -5%	1%	5%	-8%	u	59%[activator]	-23%	-24%	-1%
> NC(=O)c1nsc(C(=O)N(CC(=O)NCc2ccc(F)cc2)Cc2ccco2)c1N
 : -5%	-7%	-19%	0%	8	u	-1%	-8%	5%
> CCn1ccc2c(OCC(=O)Nc3ccccc3C)cccc2c1=O
 : u	i	0%[60.1 µM]	6%	x	18%	-2%	-15%	x
> CCOC(=O)c1sc(NC(=O)CS(=O)(=O)c2ccc(C)cc2)nc1C
 : -18%	i	4%	-4%	-16	43%[activator]	31%	-18%	-12%
> Cc1c(Cl)c(=O)oc2cc(OCC(=O)NCc3cccs3)ccc12
 : 7%	0%	-17%	-9%	-37	u	-26%	-20%	-2%
> COC(=O)c1ccc(NC(=O)CSC2=NC(=O)C(c3ccccc3)C(=O)N2)cc1 (stereo not drawn)
 : 1%	5%	-25%	1%	-5	35%[activator]	19%	-22%	1%
> COc1cccc(C(=O)Nc2nnc(S(=O)(=O)N(C)Cc3ccccc3)s2)c1
 : -1%	-7%	3%	-2%	-2	-14%	9%	-3%	18%
> O=C(COc1ccc([N+](=O)[O-])cc1)Nc1cc(C(=O)O)cc(C(=O)O)c1
 : -2%	-10%	1%	-5%	4	95%[activator]	35%	-17%	-3%
> O=C(COc1ccccc1[N+](=O)[O-])Nc1cc(-c2nc3cc(Cl)ccc3o2)ccc1Cl
 : -8%	i	-14%	-2%	x	-19%	-2%	3%	x
> CCc1ccc(CCC(=O)Nc2nnc(C)s2)o1
 : -13%	0%	-17%	-2%	9	-9%[58.9 µM]	5%	-6%	-6%
> FC(F)(F)COc1ccc(-n2ccnc2)nn1
 : 0%	i	5%	-2%	-1	101%[activator]	1%	-19%	-5%
> Cc1[nH]nc2c1C(c1ccc(Cl)cc1)C(C#N)=C(N)O2 (stereo not drawn)
 : -12%	-5%	-1%	0%	-8	0%	7%	-10%	-9%
> COCCNS(=O)(=O)c1ccc(-c2ccc(S(=O)(=O)NCCOC)cc2)cc1
 : -12%	-7%	0%	-7%	-1	-3%[58.9 µM]	4%	-1%	-5%
> O=S1(=O)CCN2C(c3ccc4c(c3)CCCC4)=CSC2=N1
 : -7%	-1%	0%	3%	-8	6%	-4%	-12%	2%
> Cc1cc(=S)c2cccc(C)c2[nH]1
 : -9%	-3%	-8%	-7%	20	33%[activator]	u	-8%	-4%
> Cc1c(C(=O)OC2CCCC2)[nH]c2c1C(=O)CC(c1ccc(Cl)cc1)C2 (stereo not drawn)
 : 4%	-10%	1%	-1%	0	-13%	-2%	-23%	x
> CC(C)(C)OC(=O)N(CCc1ccccc1)Cc1ccccc1OCc1cccc(NC(=O)C2CCCC2)c1
 : x	-10%	13%	x	x	10%	x	-15%	x
> Cc1ccc(/C(N)=N/OC(=O)c2cc(-c3ccccc3)nc3ccccc23)cc1
 : -6%	i	2%	1%	-2	2%	-5%	-11%	-1%
> CC[C@H](C)[C@H](NC(=O)[C@H](CC(C)C)NC(=O)[C@H](CO)NC(=O)[C@H](CCC(=O)O)NC(=O)[C@H](CC(C)C)NC(=O)[C@H](Cc1ccc(O)cc1)NC(=O)[C@H](CCCCN)NC(=O)[C@H](CCCCN)NC(=O)[C@H](C)NC(=O)[C@H](CO)NC(=O)[C@H](CC(C)C)NC(=O)[C@H](CCC(N)=O)NC(=O)CNC(=O)[C@H](CC(C)C)NC(=O)[C@H](CC(C)C)NC(=O)[C@H](CCCNC(=N)N)NC(=O)[C@H](CO)NC(=O)[C@H](Cc1ccccc1)NC(=O)[C@H](CC(=O)O)NC(=O)[C@H](CO)NC(=O)[C@@H](NC(=O)[C@H](Cc1ccccc1)NC(=O)[C@@H](NC(=O)CNC(=O)[C@H](CC(=O)O)NC(=O)[C@H](C)NC(=O)[C@@H](N)Cc1cnc[nH]1)C(C)C)[C@@H](C)O)C(N)=O
 : -4%	x	18%[60.1 µM]	0%	x	x	x	x	0%
> CCOC(=O)c1ccc2c(c1)N(CC(=O)N1CCCC1)C(=O)C(C)(C)O2
 : -8%	-4%	-2%	0%	-1	3%	-2%	-9%	4%
> CNC(=S)N(Cc1cc2cc(C)cc(C)c2[nH]c1=O)C1CCCC1
 : u	i	-8%	-4%	u	32%[activator]	24%	-22%	0%
> COc1ccc2[nH]c(=O)c(CN(CCO)S(=O)(=O)c3ccc(C)cc3)cc2c1
 : 2%	-8%	-21%	-4%	3	21%	-5%	-20%	16%

2 of the compounds above, in CSV form.
SMILES,Anesthetic bind,PGK inhibitor,POLK inh,BLM inh,RXFP1 antagonist,Pol iota inh,Pol beta inh,POLH inh,APEX1 inh
Cc1ccc(/C(N)=N/OC(=O)c2cc(-c3ccccc3)nc3ccccc23)cc1,-6%,i,2%,1%,-2,2%,-5%,-11%,-1%
Cc1c(C(=O)OC2CCCC2)[nH]c2c1C(=O)CC(c1ccc(Cl)cc1)C2 (stereo not drawn),4%,-10%,1%,-1%,0,-13%,-2%,-23%,x

(cont.)
Values run as follows: Anesthetic bind	PGK inhibitor	POLK inh	BLM inh	RXFP1 antagonist	Pol iota inh	Pol beta inh	POLH inh	APEX1 inh
> Cc1oc2c(cc(NS(=O)(=O)c3ccc(F)cc3)c3ccccc32)c1C(=O)O
 : 3%	-8%	-30%	-6%	26	u	-16%	u	0%
> COC(=O)c1cc(Cl)c(N)cc1OC
 : -6%	-7%	-1%	0%	-15	u	0%	-10%	4%
> NC(=O)CC[C@@H]1NC(=O)[C@H](Cc2ccccc2)NC(=O)[C@H](Cc2ccc(O)cc2)NC(=O)[C@@H](N)CSSC[C@@H](C(=O)N2CCC[C@H]2C(=O)N[C@@H](CCCN=C(N)N)C(=O)NCC(N)=O)NC(=O)[C@H](CC(N)=O)NC1=O
 : -1%&4%	x	-7%[12 µM]	-4%&-4%&0%	x	x	4%	x	11%&0%
> O=C(Nc1ccccc1Cl)c1ccccc1Cl
 : u	-4%	-5%	-1%	16	-1%	18%	-6%	-1%
> Cc1ccc2c(c1)c(=O)c(Br)c(C)n2Cc1ccccc1
 : -9%	5%	-2%	-3%	x	13%	14%	-17%	1%
> COc1ccc2[nH]c3c(=O)n(Cc4ccc(C(=O)N5CCC(C(N)=O)CC5)cc4)c(=S)[nH]c3c2c1
 : 1%	-2%	-11%	-10%	-35	7%	2%	-27%	6%
> Cc1c(CCOC(=O)c2ccc(Cl)cc2Cl)sc[n+]1CC(=O)c1ccc(Br)cc1
 : x	-7%	-7%	x	-23	12%	x	-29%	0%
> COc1cccc(-n2c(SCC(=O)NCC3CCCO3)nc3c([nH]c4ccccc43)c2=O)c1 (stereo not drawn)
 : -16%	i	-9%	-2%	-9	7%	24%	-12%	38%
> O=C(Oc1c(-c2ccccc2)oc2ccccc2c1=O)c1ccccc1
 : -19%	-1%	-7%	-7%	-1	7%	24%	-14%	-5%
> Cc1ccc(S(=O)(=O)Nc2cc(C(F)(F)F)ccc2N2CCOCC2)c(C)c1
 : 0%	-3%	-5%	-8%	3	15%	-11%	-16%	-9%
> O=C(NC1CCCCC1)c1ccc(CN2CCOCC2)cc1
 : -5%	-1%	-17%	-5%	-14	-2%	30%	-9%	23%
> Cc1cc(Br)ccc1SCC(=O)OC/C(O)=C(\C#N)c1nc2ccccc2[nH]1
 : -11%	-1%	1%	-11%	2	34%[activator]	3%	-11%	-1%
> CCO[C@@H]1OC(C(=O)NCc2ccccc2)=C[C@H](C(C)(C)C)[C@H]1CCCO
 : 5%	-22%	9%	-2%	x	-18%	4%	-10%	1%
> S=C(Nc1ccc(Cl)cc1)N(CCCN1CCOCC1)Cc1cccs1
 : -5%	-4%	-19%	-6%	-7	130%[activator]	9%	-1%	-1%
> Cc1cccc2sc(N(CCN(C)C)C(=O)c3ccc4ccccc4c3)nc12
 : -23%	-6%	-5%	-7%	1	-2%	0%	-9%	24%
> CCOc1ccc(CNC(=O)CCC(=O)N2CC3CCCN3c3ccccc32)cc1 (stereo not drawn)
 : 13%	-3%	-26%	-1%	-18	15%	2%	-4%	x

Some of the compounds tested (hit frequency here may not be typical).
